Bioassay records from PubChem BioAssay.
SMARCA2 act: SMARCA2 (BRM) function activators, primary screen, cell-based, luminescence, high throughput; MG213 cells, MMTV-luciferase reporter, dexamethasone, overnight; activation, % at 9.1 µM; 1% of 370,000 active; AID 652017, 2013; in the data active means activation above about 7.8%;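 further: 0% = vehicle wells and 100% = reference activator wells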
DAX1 inh-1: DAX1 (NR0B1) inhibitors on StAR promoter, primary screen, cell-based, luminescence, SF-1 (NR5A1), full-length DAX-1 | inhibition, % at 6.8 µM | 1.1% of 370,000 active | AID 652010, 2013 | HEK293T StAR-luciferase reporter, SF-1/DAX-1 repression relief;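 active means inhibition above the mean over all tested compounds plus 3 SD, cut at about 3.6% in these data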;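 further: 0% = DAX-1 cells with DMSO and 100% = cells lacking DAX-1 with DMSO; higher inhibition means more luminescence from relief of DAX-1 repression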
ssDAF12 agonist: S. stercoralis DAF-12 nuclear receptor activators, primary screen, cell-based, luminescence, HEK293, GRIP1 co-expression, lit1-tk-luc. 1% of 370,000 active. HEK293 ssDAF-12/GRIP1 lit1-tk-luc reporter; % of 3 µM dafachronic acid response. Nuclear hormone receptor DAF-12 (Strongyloides stercoralis). AID 652126, 2013. activation, % at 6.8 µM;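 active means activation above the mean over all tested compounds plus 3 SD, cut at about 0.9% in these data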;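 further: 0% = DMSO-only wells and 100% = 3 µM delta7-dafachronic acid wells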
hcDAF-12 act: H. contortus DAF-12 nuclear receptor activators, primary screen, cell-based, luminescence, HEK293, lit1-tk-luc reporter. activation, % at 6.8 µM. HEK293 hcDAF-12 lit1-tk-luc reporter; 0% DMSO, 100% Δ7-dafachronic acid. 1.4% of 370,000 active;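 active means activation above the mean of all tested compounds plus 3 SD, cut at about 5.5% in these data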;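 further: 100% = response to 3 µM Δ7-dafachronic acid high control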
NPR2 activator: human GC-B receptor activators, primary screen, HEK293 GC-B cells, cGMP TR-FRET, EC30 CNP. Atrial natriuretic peptide receptor 2 (Homo sapiens), P20594. 0% at EC30 CNP, 100% saturating CNP. activation, % at 10 µM. 0.11% of 370,000 active;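 active means activation at 10 µM reaching about 35% in either raw or pattern-adjusted values, limit read from the data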
GC-A act: GC-A stimulated cGMP production enhancers – HEK293 GC-A cells, cGMP TR-FRET, EC30 ANP, primary screen. 0% at EC30 ANP, 100% saturating ANP. activation, % at 10 µM. AID 1671463, 2021. 0.14% of 370,000 active; in the data active means activation above about 40%
HGIII-sPLA2 inh: human group III sPLA2 inhibitors, primary screen, biochemical, QFRET, BODIPY PC-A2 liposome substrate | Group 3 secretory phospholipase A2 (Homo sapiens), Q9NZ20 | QFRET BODIPY PC-A2 liposome hydrolysis, fluorescence | inhibition, % at 12.2 µM | 0.56% of 370,000 active | AID 743126, 2013;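 active means inhibition above mean plus 3 SD of compounds lying within the high and low control bounds, cut at about 19% in these data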;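 further: 0% = median of test compound wells and 100% = no enzyme DMSO wells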
Target sequence (Q9NZ20 whole entry, looked up): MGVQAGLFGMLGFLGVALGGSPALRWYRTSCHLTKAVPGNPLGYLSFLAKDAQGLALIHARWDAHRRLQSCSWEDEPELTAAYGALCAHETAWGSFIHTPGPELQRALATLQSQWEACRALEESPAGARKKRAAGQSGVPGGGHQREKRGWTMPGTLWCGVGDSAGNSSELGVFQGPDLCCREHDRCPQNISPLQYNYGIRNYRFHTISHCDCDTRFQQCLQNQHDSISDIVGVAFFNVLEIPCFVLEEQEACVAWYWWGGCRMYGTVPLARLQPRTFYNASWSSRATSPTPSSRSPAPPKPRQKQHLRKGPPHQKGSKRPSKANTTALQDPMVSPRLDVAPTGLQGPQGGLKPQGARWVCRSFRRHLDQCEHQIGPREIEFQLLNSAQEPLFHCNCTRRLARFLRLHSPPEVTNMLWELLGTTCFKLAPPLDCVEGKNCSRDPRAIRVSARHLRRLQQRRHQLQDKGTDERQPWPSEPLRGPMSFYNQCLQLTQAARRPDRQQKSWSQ
GAA850 FXN act: FXN promoter activators, primary screen, cell-based, luciferase luminescence, HEK293 lucGAA850 | activation, % at 6 µM | AID 540364, 2011 | 0.56% of 360,000 active | HEK293 lucGAA850 FXN promoter luciferase reporter, 24 h; percent of 10 µM SAHA response;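 active means activation above the average of all compounds screened plus 3 SD, cutoff fixed separately per campaign, cut at about 7.5% in these data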;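 further: 0% = DMSO wells and 100% = 10 µM SAHA wells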
ADAM10 inh: human ADAM10 inhibitors, primary screen, biochemical, QFRET, HTS | Disintegrin and metalloproteinase domain-containing protein 10 (Homo sapiens), O14672 | recombinant ADAM10, EDANS/DABCYL FRET peptide cleavage, 3 h | inhibition, % at 7 µM | 0.62% of 370,000 active | AID 720582, 2013;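 active means inhibition above a per-campaign cutoff equal to the mean of compounds falling between control-based bounds plus 3 SD, cut at about 20% in these data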;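 further: 0% = DMSO wells while the 100% control is not disclosed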
DAX1 inh-2: DAX1 (NR0B1) inhibitors, primary screen, cell-based, HEK293, Gal4-DAX1, luciferase luminescence; Nuclear receptor subfamily 0 group B member 1 (Homo sapiens), P51843; HEK293 Gal4-DAX1 luciferase reporter; inhibition, % at 6.75 µM; 0.99% of 340,000 active; AID 504766, 2011;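 active means inhibition above the mean over all tested compounds plus 3 SD, cut at about 4.2% in these data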;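 further: 0% = DAX1-transfected cells with DMSO and 100% = empty-vector control cells with DMSO; inhibition shows as a rise in luminescence from relieved DAX1 repression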
Target sequence (P51843 207-470 limits assumed): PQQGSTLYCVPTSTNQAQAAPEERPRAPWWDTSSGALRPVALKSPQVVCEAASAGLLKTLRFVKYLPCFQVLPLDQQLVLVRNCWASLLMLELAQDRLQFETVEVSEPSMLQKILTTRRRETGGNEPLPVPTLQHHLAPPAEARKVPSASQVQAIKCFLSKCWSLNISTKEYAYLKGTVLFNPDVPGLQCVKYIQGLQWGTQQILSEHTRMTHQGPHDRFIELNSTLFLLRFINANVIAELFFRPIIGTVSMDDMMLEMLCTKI
hgDAF-12 ag: H. glycines DAF-12 receptor agonists, primary screen, cell-based, luminescence, HEK293, GAL4 fusion, UAS-luciferase | Nuclear hormone receptor DAF-12 (Heterodera glycines), GAL4 fusion | HEK293 GAL4-hgDAF12 UAS-luciferase reporter, agonist luminescence; normalized to butyrate control | activation, % at 6.8 µM | 1.8% of 370,000 active;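 active means activation above a cutoff set at the mean of all screened compounds plus 3 SD, cut at about 10% in these data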;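 further: 0% = DMSO wells and 100% = sodium butyrate wells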
* marks the source's active call; other numbers are inactive results; . = no result given. Hits appear at their usual frequency (roughly 6.6% active in at least one column).

canonical_smiles	ADAM10 inh	GC-A act	hcDAF-12 act	DAX1 inh-1	DAX1 inh-2	GAA850 FXN act	ssDAF12 agonist	NPR2 activator	SMARCA2 act	HGIII-sPLA2 inh	hgDAF-12 ag
Cc1onc(-c2c(Cl)cccc2Cl)c1C(=O)NCc1cccs1	-9	-7	2.9	-0.2	-1.0	3.5	-0.5	2	-5	13	-1.3
c1ccc(OCCSc2nnnn2-c2ccccc2)cc1	-3	0	4.0	2.6	1.6	1.8	0.2	8	6	-4	16*
O=C(c1cccc(C(F)(F)F)c1)N1CCCCCC1	0	0	-1.6	-0.2	-0.4	4.7	-1.3	1	-1	3	1.1
Cc1cc(C)nc(NC(=S)Nc2cccc(F)c2)c1	-2	2	0.0	0.1	2.6	1.8	-1.4	-11	-2	0	4.7
O=C(Oc1cccc(/C=N/Nc2nc(Nc3ccccc3)nc(N3CCOCC3)n2)c1)c1ccco1	22*	6	-3.6	-0.1	-1.8	3.0	-1.8	3	1	-22	0.8
CCc1nnc(NC(=O)CSc2nnc(CNC(=O)c3ccccc3F)n2C)s1	-5	-2	0.0	0.1	-0.1	0.7	-0.9	4	-4	2	1.9
O=C(NNC(=O)c1ccccc1OCc1ccccc1)c1ccccc1O	0	-2	-2.5	-6.0	-1.0	-3.3	-0.9	3	-2	-17	-5.1
CC#CCCCC(=O)Nc1ccc(C(=O)O)cc1	5	1	-1.0	0.2	0.6	1.2	-0.9	2	-2	3	-0.1
Cc1ccc(NC(=O)C2CCCN2C(=O)OCc2ccccc2)c(C)c1 (stereo unspecified)	-6	0	2.2	-0.1	-0.3	2.9	-1.1	5	-3	-1	0.7
CS(=O)(=O)NCc1nnc(SCc2c(F)cccc2Cl)o1	-6	5	1.7	-0.3	-0.1	-0.6	-1.3	2	-2	0	4.1
CCNc1nc(SCC(=O)Nc2ccc(Cl)c(Cl)c2)nc(N2CCOCC2)n1	5	-15	-3.6	-0.1	-1.3	1.3	-1.4	-18	-4	-9	-3.0
O=C(Nc1ccc(Cl)c(Cl)c1)Nc1cc(C(=O)N2CCOCC2)ccc1N1CCCCC1	-6	12	-1.4	-0.1	-0.7	-2.1	-0.4	-3	1	1	0.7
COC(=O)[C@]1(Cc2ccccc2)N[C@H](CN(C)C(=O)c2ccc(C(C)(C)C)cc2)[C@@H]2C(=O)N(Cc3ccccc3)C(=O)[C@@H]21	9	3	-1.5	2.2	-0.5	-4.0	-0.3	0	-3	-4	4.4
COCCNC(=O)C1CC(c2ccccc2C(F)(F)F)=NO1 (stereo unspecified)	-3	3	-1.3	0.1	0.7	1.1	-0.6	8	0	-4	1.2
COCCCn1c(=O)c2sccc2n(Cc2cc(C(=O)OC)ccc2OC)c1=O	-9	0	-1.8	-0.2	-0.3	2.7	-1.7	2	-3	4	3.3

canonical_smiles	ADAM10 inh	GC-A act	hcDAF-12 act	DAX1 inh-1	DAX1 inh-2	GAA850 FXN act	ssDAF12 agonist	NPR2 activator	SMARCA2 act	HGIII-sPLA2 inh	hgDAF-12 ag
O=C(Cc1ccccc1)NNC1CC(=O)N(c2ccc(Cl)cc2)C1=O (stereo unspecified)	-2	-2	-0.7	-0.5	0.1	1.1	-1.9	-1	-3	-11	-1.8
CCn1nc(C)c(NC(=O)CC23CC4CC(CC(C4)C2)C3)c1C	3	2	-2.4	-0.8	-0.9	1.1	-1.4	3	-5	1	-3.4
CCSc1ccc2nnc(-c3cccc(F)c3)n2n1	-32	0	-1.7	-1.4	0.4	-0.4	-1.5	-8	-2	1	-0.7
Cc1ccc2nc(NCCCN3CCOCC3)c(C=NCCCN3CCOCC3)c(=O)n2c1	-432	8	-0.9	0.9	-0.4	2.7	-0.7	-9	1	2	0.3
O=C1N(CN2CCN(c3cccc(Cl)c3)CC2)c2ccccc2C12OCCCO2	5	-2	0.0	-0.1	0.1	0.8	-0.6	-1	-3	5	2.3
C=CCNC(=O)NC[C@@]1(C(=O)OC)CC(=O)N(C)[C@@H]1c1ccccc1	-2	0	-0.6	0.5	.	.	-1.0	0	-3	1	-1.1
COC(=O)c1[nH]c2cccc(OC)c2c1NC(=O)CN(C)CC1OCCO1	-140	1	-1.0	0.2	-0.5	0.3	-1.5	3	5	4	2.5
COc1ccc(NS(=O)(=O)c2cc(S(C)(=O)=O)ccc2C)cc1	-13	3	-2.0	-0.5	-0.5	1.9	-1.2	2	1	-8	0.0
COc1ccc(C(C)(C)C)cc1NC(=O)CCCn1c(=O)oc2ccccc21	16	-8	-1.9	-0.8	-0.7	2.2	-2.0	-5	0	0	2.1
COc1ccc(CN2CCN(C(=O)c3ccco3)CC2)cc1	2	0	-1.4	0.1	-0.8	0.7	-0.8	-2	0	9	0.2
CC(=O)CC[C@H]1CC[C@]2(CCCN(C(=O)c3ccco3)C2)O1	-5	4	-0.1	-0.6	.	.	-1.4	1	-1	7	1.9
Cc1cc(=O)c(C(=O)O)cn1Nc1ccc(F)cc1	-5	2	-0.3	-1.0	0.8	-2.3	0.0	1	-4	4	1.3
O=C1c2ccccc2CCc2ccccc21	-15	-1	-0.7	-0.2	0.1	2.8	-0.9	-1	-2	3	1.3
Cc1onc(-c2c(Cl)cccc2Cl)c1C(=O)Nn1cnnc1	6	-2	-1.2	-0.5	-0.1	-0.8	-1.1	7	0	-4	-0.3
CO/N=C/C(C#N)=C/c1cc(C(=O)c2ccc(F)cc2)cn1C	2	2	-1.2	0.1	-0.1	-0.1	-1.3	-7	-1	4	0.7

canonical_smiles	ADAM10 inh	GC-A act	hcDAF-12 act	DAX1 inh-1	DAX1 inh-2	GAA850 FXN act	ssDAF12 agonist	NPR2 activator	SMARCA2 act	HGIII-sPLA2 inh	hgDAF-12 ag
CCN(CC)C(=O)c1nc[nH]c1C(=O)N1CCN(c2ccccc2)CC1	-10	2	-0.8	0.0	0.9	0.2	-1.1	8	-1	6	1.2
Cc1ccc(C)c(NC(=S)N2CCCCC2CO)c1 (stereo unspecified)	-3	4	-0.3	0.2	0.6	-1.7	-0.9	3	-2	0	-0.6
N#Cc1cccc(Cn2nnc(-c3ccccc3)n2)c1	-2	-4	-1.9	-1.3	0.2	2.2	-0.9	0	-1	5	1.2
COc1ccc(C(=O)Nc2nnc(CCc3ccccc3)s2)c(OC)c1	-2	2	-2.5	0.2	2.4	1.7	-1.0	-2	-1	4	-0.4
COc1ccc(CNC(=S)OC2CCC23CCC(c2ccccc2)CC3)cc1 (stereo unspecified)	4	-1	0.0	-0.5	.	.	-1.7	4	2	3	-1.9
O=C(NCc1ccccc1)C1CCN(S(=O)(=O)c2ccc(N3CCCC3=O)cc2)CC1	4	0	5.2	-0.3	-0.3	1.2	-1.0	4	-2	-3	-0.6
Cc1ccc(/C=N/NC(=O)c2cc(-c3ccncc3)nc3ccccc23)o1	4	-7	2.2	-3.6	-0.4	0.0	-0.5	-6	-2	-3	2.4
COc1ccc(C(=O)NCc2ccc3c(c2)CCO3)cc1	-7	-4	-1.9	0.7	0.3	0.3	-1.9	4	2	5	-0.9
CCOC(=O)N1CCN(C(=O)CN2C(=O)COc3ccc(C)cc32)CC1	-4	1	-0.7	0.4	3.4	2.1	-1.5	3	0	2	-0.5
COc1ccc(C(=O)OCC(=O)NC2CCCC2)c(OC)c1OC	3	2	-2.6	0.2	0.9	0.9	-0.4	5	-1	3	-2.5
O=C(CCNS(=O)(=O)c1ccc(Cl)cc1)NCCc1ccccc1	-10	2	-1.5	0.7	0.0	-0.5	-1.6	-1	-2	2	-1.8
CN=C(C)C1=C(O)C(C(=O)OC)C(C)(C)CC1=O (stereo unspecified)	-7	1	-1.6	0.6	0.5	2.2	-1.8	4	-1	13	-0.9
O=C(NCc1cccs1)c1cc(S(=O)(=O)N2CCCCC2)ccc1Cl	3	0	-2.8	-0.7	1.0	3.4	-2.0	4	-1	4	-1.5
Cc1ccc(C(=O)Nc2cccnc2Oc2ccc(Cl)cc2)cc1	-12	-11	0.6	0.2	-0.2	1.6	-0.6	-12	1	10	-0.7
CCCC(=NCC(=O)O)C1=C(O)C(C(=O)OC)C(C)(C)CC1=O (stereo unspecified)	-8	10	-1.9	0.3	-0.1	-1.1	-0.3	-1	1	-5	0.3
CCOc1ccc(NC(=O)CSc2nnc(Cn3cnc([N+](=O)[O-])n3)n2C)cc1	-4	-1	0.1	-0.6	1.7	0.2	-0.8	5	-1	8	3.0
COc1ccccc1/C=N/OC(=O)c1ccc(C)cc1	-9	2	-1.7	-0.3	0.4	2.7	-1.9	-5	-1	-2	0.4
